ssDAF12 agonist – activates DAF-12 receptor from parasite S. stercoralis; hit rate 1% among 370,000; activation, % at 6.8 µM; HEK293 ssDAF-12/GRIP1 lit1-tk-luc reporter, luminescence; % of 3 µM dafachronic acid response;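 active = activation above the mean over all tested compounds plus 3 SD, cut at about 0.9% in these data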;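 note: 0% = DMSO-only wells and 100% = 3 µM delta7-dafachronic acid wells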
GAA850 FXN act – frataxin GAA850 promoter activation | HEK293 lucGAA850 FXN promoter luciferase reporter, 24 h; percent of 10 µM SAHA response | activation, % at 6 µM | hit rate 0.56% among 360,000 | AID 540364;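 active = activation above the average of all compounds screened plus 3 SD, cutoff fixed separately per campaign, cut at about 7.5% in these data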;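 note: 0% = DMSO wells and 100% = 10 µM SAHA wells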
DAX1 inh-1 – inhibits human nuclear receptor DAX1 | AID 504766 | HEK293 Gal4-DAX1 luciferase reporter, luminescence | inhibition, % at 6.75 µM | hit rate 0.99% among 340,000;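 active = inhibition above the mean over all tested compounds plus 3 SD, cut at about 4.2% in these data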;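 note: 0% = DAX1-transfected cells with DMSO and 100% = empty-vector control cells with DMSO; inhibition shows as a rise in luminescence from relieved DAX1 repression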
ADAM17 inh – inhibits human ADAM17; recombinant ADAM17, EDANS/DABCYL FRET peptide cleavage; inhibition, % at 6.95 µM; hit rate 0.83% among 370,000; P78536;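 active = inhibition above the mean of compounds lying between control limits plus 3 SD, set per campaign, cut at about 8.5% in these data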;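 note: 0% = DMSO-only wells as the low control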
Target sequence (P78536 215-824 limits assumed): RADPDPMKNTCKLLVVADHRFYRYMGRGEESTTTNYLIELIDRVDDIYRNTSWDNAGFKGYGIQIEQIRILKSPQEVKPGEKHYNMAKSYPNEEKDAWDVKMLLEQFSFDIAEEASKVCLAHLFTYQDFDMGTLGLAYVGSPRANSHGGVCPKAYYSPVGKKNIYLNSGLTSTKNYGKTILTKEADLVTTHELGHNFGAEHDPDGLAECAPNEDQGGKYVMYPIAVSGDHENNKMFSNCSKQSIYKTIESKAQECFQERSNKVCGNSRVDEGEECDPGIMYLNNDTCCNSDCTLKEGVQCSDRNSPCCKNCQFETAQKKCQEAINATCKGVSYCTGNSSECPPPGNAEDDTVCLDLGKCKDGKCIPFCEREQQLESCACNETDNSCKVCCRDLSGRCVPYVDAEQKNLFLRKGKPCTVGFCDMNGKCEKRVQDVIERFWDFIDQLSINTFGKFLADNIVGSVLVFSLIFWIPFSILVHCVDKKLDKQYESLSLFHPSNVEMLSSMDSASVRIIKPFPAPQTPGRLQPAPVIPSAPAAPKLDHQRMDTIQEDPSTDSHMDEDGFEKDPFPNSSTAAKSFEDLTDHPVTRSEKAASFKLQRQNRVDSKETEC
hcDAF12 agonist – activates DAF-12 receptor from parasite H. contortus. HEK293 hcDAF-12 lit1-tk-luc reporter, luminescence; 0% DMSO, 100% Δ7-dafachronic acid. activation, % at 6.8 µM. hit rate 1.4% among 370,000. AID 652067;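 active = activation above the mean of all tested compounds plus 3 SD, cut at about 5.5% in these data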;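 note: 100% = response to 3 µM Δ7-dafachronic acid high control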
DAX1 inh-2 – inhibitors of DAX1 repression of SF-1 activated StAR promoter. HEK293T StAR-luciferase reporter, SF-1/DAX-1 repression relief. inhibition, % at 6.8 µM. hit rate 1.1% among 370,000. AID 652010;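 active = inhibition above the mean over all tested compounds plus 3 SD, cut at about 3.6% in these data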;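 note: 0% = DAX-1 cells with DMSO and 100% = cells lacking DAX-1 with DMSO; higher inhibition means more luminescence from relief of DAX-1 repression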
ADAM10 inh – ADAM10 inhibition, QFRET primary screen; inhibition, % at 7 µM; hit rate 0.62% among 370,000; recombinant ADAM10, EDANS/DABCYL FRET peptide cleavage, 3 h;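 active = inhibition above a per-campaign cutoff equal to the mean of compounds falling between control-based bounds plus 3 SD, cut at about 20% in these data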;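 note: 0% = DMSO wells while the 100% control is not disclosed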
Target sequence (O14672 214-748 limits assumed): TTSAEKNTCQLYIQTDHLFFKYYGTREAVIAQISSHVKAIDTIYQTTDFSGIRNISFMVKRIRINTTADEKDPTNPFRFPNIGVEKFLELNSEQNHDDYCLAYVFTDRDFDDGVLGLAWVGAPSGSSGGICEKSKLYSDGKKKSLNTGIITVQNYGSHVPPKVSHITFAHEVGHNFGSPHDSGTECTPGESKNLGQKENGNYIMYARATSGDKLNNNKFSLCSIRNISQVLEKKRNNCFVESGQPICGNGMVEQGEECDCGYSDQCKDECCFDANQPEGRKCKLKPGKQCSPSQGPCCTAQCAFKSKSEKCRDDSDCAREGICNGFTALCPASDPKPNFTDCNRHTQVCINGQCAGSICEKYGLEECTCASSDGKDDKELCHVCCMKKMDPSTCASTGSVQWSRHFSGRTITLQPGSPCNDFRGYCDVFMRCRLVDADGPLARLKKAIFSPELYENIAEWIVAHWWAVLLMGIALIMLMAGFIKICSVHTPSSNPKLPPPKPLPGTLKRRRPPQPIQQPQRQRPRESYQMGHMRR
PLC-beta3 inh – blocks human PLC-beta3 enzyme activity | Q01970 | Purified PLC-beta3, fluorogenic substrate, fluorescence | inhibition, % at 12.2 µM | hit rate 0.18% among 370,000; in the data active = inhibition above about 11%;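 note: 0% = median of compound wells on plate and 100% = full blocker control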
PLCg1 inh – inhibitors of human phospholipase C gamma1; P19174; purified PLC-gamma1, fluorogenic substrate, fluorescence; inhibition, % at 12.2 µM; hit rate 0.84% among 370,000; AID 720700; in the data active = inhibition above about 9.5%
sPLA2-III inh – Inhibits HGIII-sPLA2 liposome hydrolysis, primary screen; Q9NZ20; QFRET BODIPY PC-A2 liposome hydrolysis, fluorescence; inhibition, % at 12.2 µM; hit rate 0.56% among 370,000; AID 743126;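 active = inhibition above mean plus 3 SD of compounds lying within the high and low control bounds, cut at about 19% in these data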;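 note: 0% = median of test compound wells and 100% = no enzyme DMSO wells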
hgDAF12 agonist – activates the H. glycines DAF-12 receptor ligand-binding domain; HEK293 GAL4-hgDAF12 UAS-luciferase reporter, agonist luminescence; normalized to butyrate control; activation, % at 6.8 µM; hit rate 1.8% among 370,000; AID 687014;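 active = activation above a cutoff set at the mean of all screened compounds plus 3 SD, cut at about 10% in these data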;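 note: 0% = DMSO wells and 100% = sodium butyrate wells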
* marks the source's active call; other numbers are inactive results; i = inactive; nt = not tested or not shown. Rows were taken by chance. About 6.9% of those tested had a hit in this group.

SMILES	ssDAF12 agonist	GAA850 FXN act	DAX1 inh-1	ADAM17 inh	hcDAF12 agonist	DAX1 inh-2	ADAM10 inh	PLC-beta3 inh	PLCg1 inh	sPLA2-III inh	hgDAF12 agonist
Cn1c(SCC(=O)O)nc2ccccc2c1=O	-0.7	1.9	-1.1	1	-0.9	0.0	2	2	2	-1	-0.1
COc1cc(OC)cc(C(=O)NCCN2C(=O)S/C(=C\c3cccs3)C2=O)c1	-2.1	-2.0	-1.5	0	-2.8	-1.9	0	-4	2	-7	-3.1
CCCCC1(C)NC(=O)c2c(C)sc(C(=O)OCC)c2N1 (stereo not given)	-1.0	1.9	-0.6	-170	-0.4	-1.2	i	i	-397	-10	-1.7
O=C(OCC#CCSc1nnc(-c2cccc3ccccc23)o1)C1CCC1	-1.4	nt	nt	-9	-3.6	nt	-41	-21	-11	-5	0.8
COc1ccc2c(c1)C(=O)Cc1ccccc1O2	-0.1	-1.0	2.7	-10	0.1	-0.2	-25	-42	-24	-49	-2.5
N#CCC(=O)Nc1ccc(C(=O)NCC2(N3CCOCC3)CCCCC2)cc1	-1.0	1.9	0.1	-8	-2.1	-0.7	-20	-18	-5	-14	-0.2
COc1ccc(CCn2c(-c3ccc(C(C)(C)C)cc3)n[nH]c2=S)cc1OC	-0.9	1.1	0.9	2	-0.6	-0.8	24*	-2	5	14	6.0
C[C@H](CO)N1C[C@H](C)[C@H](CN(C)S(=O)(=O)c2ccc(Cl)cc2)OCc2cnnn2CCCC1=O	-0.8	0.8	0.7	-2	-0.1	0.0	-12	-2	-3	8	-1.0
O=C(CSc1nnnn1C1CC1)N1CCN(c2cccc(Cl)c2)CC1	-1.9	-0.3	-1.2	-3	-3.3	-4.2	-3	-5	-1	-2	-4.2
CC(C(=O)N1CCc2ccccc2C1)N1C(=O)c2ccccc2C1=O (stereo not given)	-0.1	-0.9	-0.9	-2	-0.4	-0.1	7	-6	3	-1	-1.5
CCCn1nnc(NC(=O)c2cc(Br)cc(Br)c2OC)n1	-0.9	-1.2	-0.2	-7	-1.4	-0.3	-12	-4	-2	0	1.0
O=C(Nc1ccc(S(=O)(=O)N2CCCCC2)cc1)C1CC(=O)N(c2ccc(Cl)cc2)C1 (stereo not given)	-1.4	-0.4	-0.6	1	0.0	-0.1	2	-5	0	-5	0.8

Quoted at random: 3 entries already listed.
SMILES	ssDAF12 agonist	GAA850 FXN act	DAX1 inh-1	ADAM17 inh	hcDAF12 agonist	DAX1 inh-2	ADAM10 inh	PLC-beta3 inh	PLCg1 inh	sPLA2-III inh	hgDAF12 agonist
Cn1c(SCC(=O)O)nc2ccccc2c1=O	-0.7	1.9	-1.1	1	-0.9	0.0	2	2	2	-1	-0.1
COc1ccc(CCn2c(-c3ccc(C(C)(C)C)cc3)n[nH]c2=S)cc1OC	-0.9	1.1	0.9	2	-0.6	-0.8	24*	-2	5	14	6.0
O=C(OCC#CCSc1nnc(-c2cccc3ccccc23)o1)C1CCC1	-1.4	nt	nt	-9	-3.6	nt	-41	-21	-11	-5	0.8

Going on with the list:
SMILES	ssDAF12 agonist	GAA850 FXN act	DAX1 inh-1	ADAM17 inh	hcDAF12 agonist	DAX1 inh-2	ADAM10 inh	PLC-beta3 inh	PLCg1 inh	sPLA2-III inh	hgDAF12 agonist
Cc1cccc(N2CCC(N=CN(C)C)=N2)c1	-0.6	2.5	0.3	1	-1.2	-0.3	4	5	-1	7	-0.7
Cc1ccc(C(=O)COC(=O)c2cc(=O)[nH]c3ccccc23)cc1	-1.1	2.9	1.3	-2	-0.2	0.7	-5	-4	2	6	-4.2
Cc1ccc(Cn2c(SCC(=O)NCC3CCCO3)nc3c2c(=O)n(C)c(=O)n3C)cc1 (stereo not given)	-1.2	2.8	-0.4	-1	1.0	-0.6	0	-5	0	6	-2.3
CCC(=O)Nc1cc2nn(-c3ccc(OC)cc3)nc2cc1C	0.3	3.6	5.5*	-130	5.5	5.1*	-407	-107	-73	1	16*
Cc1cc(Cl)c(OCCCN2CCCCC2)c(Br)c1	-1.3	0.4	-0.6	5	-3.3	-0.8	6	6	10*	2	-1.0
COc1ccc(/C=C(/NC(=O)c2cccc([N+](=O)[O-])c2)C(=O)O)cc1	-1.4	0.7	-0.6	-1	1.0	0.3	4	-3	-5	-1	0.7
CC(=O)Oc1cc2c(C(C)=O)coc2c2ccccc12	-0.9	4.7	-0.3	-1	0.1	0.2	-3	2	2	-3	1.7
O=C(Nc1ccc(OC(F)(F)F)cc1)c1ccc2c(c1)no[n+]2[O-]	-0.9	5.0	0.5	3	0.8	-0.8	5	-46	-26	-7	1.8
CC(C)(O)C(=O)NN(C(=O)c1ccccc1)c1cccc(Br)c1	-1.2	0.1	0.1	2	-0.8	0.3	8	7	5	-1	-1.7
Cc1ccc(O)c(C2=NNC(c3ccc(Cl)cc3)C2)c1 (stereo not given)	0.6	4.2	2.4	-9	5.7*	3.0	-21	-31	-18	2	15*
CC(=O)c1ccc(NC(=O)/C(=C\c2ccccc2)NC(=O)c2ccco2)cc1	-0.6	2.1	nt	-4	1.4	-0.3	4	0	2	9	-1.2
CCCCCCSc1ccc([C@H]2N[C@@](CC(C)C)(C(=O)OC)[C@H]3C(=O)N(C)C(=O)[C@@H]23)cc1OC	-1.1	0.8	0.8	3	1.6	0.5	9	0	0	-5	-1.0
COc1cc(OC)c(NS(=O)(=O)c2c(C)[nH]c(=O)[nH]c2=O)cc1Cl	-0.5	1.8	0.4	0	-1.4	0.6	10	-4	3	0	-1.3
c1ccc2c(C(c3nnnn3-c3ccc4c(c3)OCCO4)N3CCOCC3)ccnc2c1 (stereo not given)	-0.9	nt	nt	-4	0.6	-0.2	-14	1	0	5	1.6
O=C(c1cccc(Br)c1)N1CCN(C2=NS(=O)(=O)c3ccccc32)CC1	-1.2	-1.7	-0.3	-3	2.0	0.6	-7	-3	2	1	-2.0
CC(C)NC(=O)c1cccc(Cn2cc(Cl)cn2)c1	-1.7	-1.4	1.4	-2	-0.8	-0.5	-2	1	-3	-2	-1.4
CC(=O)N1CCN(c2ccccc2NC(=O)Cc2ccc(Cl)cc2)CC1	-1.4	-1.7	0.5	5	-1.0	0.8	8	-1	3	6	-1.3
O=C(CN1CCN(Cc2ccccc2)CC1)Nc1ccc(-n2cnnn2)cc1	-1.5	1.7	2.7	-3	-0.4	-0.4	-2	-3	0	-5	3.3
CCN(CC)CCN1C(=O)C(O)=C(C(=O)c2sc(C)nc2C)C1c1cccnc1 (stereo not given)	-0.6	0.6	0.1	-2	-1.3	-0.2	-2	1	2	0	-2.5
CC(CCc1ccccc1)NC(=O)CN1CCN(Cc2ccccc2)C1=O (stereo not given)	-2.1	0.0	1.2	-1	-1.4	-0.8	-8	0	2	2	0.6
COc1cc([N+](=O)[O-])ccc1NC(=O)COC(=O)CCOc1ccc(C)cc1	-1.4	1.2	0.7	-6	-0.4	1.8	-6	-7	5	0	1.1
CC(C)(C)c1ccc(N2C(=O)Cc3c2nc(N)c(C#N)c3N)cc1	0.3	2.0	0.9	-5	2.1	-0.3	-10	-4	-3	-27	3.0
CC(=O)Nc1c(C(N)=O)oc2ccc(Cl)cc12	-1.5	-1.6	0.4	-2	-0.1	0.0	-5	-8	-1	17	1.8
COC(=O)c1cccc(NC(=S)N2CCN(C)CC2)c1	-0.4	1.5	0.5	0	2.3	0.2	4	-5	0	6	-0.8
COc1ccc(C(=O)NNC(=O)CSc2nnc(-c3cccnc3)o2)cc1	-1.4	0.1	-1.2	-2	-2.2	0.0	5	1	-1	3	9.2
COc1ccc(CCNC(=O)COC(=O)Cc2cccc(F)c2)cc1	-1.3	1.6	-1.2	-1	-0.7	2.2	-3	-4	-3	-4	-0.8
CCN(CC)S(=O)(=O)c1cccc(-c2nnc(SCc3nnc(-c4ccccc4)o3)n2C)c1	-1.3	-0.8	-0.3	1	-1.8	-0.5	8	8	3	-2	-1.5
CCOC(=O)c1sc2nc(N3CCOCC3)c3c(c2c1N)CCN(Cc1ccccc1)C3	-0.5	0.5	0.3	-38	1.9	0.5	-109	-323	-274	3	-1.2
CC1CC(C)CN(c2nc(N(C)c3ccccc3)nc(N)c2[N+](=O)[O-])C1 (stereo not given)	-1.7	2.5	-0.9	5	1.9	0.5	17	-2	7	3	-0.6
CC(C)C[C@@H]1CN(CCCC[C@H]2CNC(=O)C(=O)N2CCC2CCCCC2)C(=O)C(=O)N1CCc1ccc(O)cc1	-1.1	nt	nt	1	2.2	-0.1	4	2	4	-24	-1.1
COc1ccc(S(=O)(=O)N2CCC(C(=O)NCCC(=O)Nc3ccc(Cl)cc3)CC2)cc1	-1.3	0.0	0.0	-1	-1.8	-0.5	-8	2	1	-3	0.7
CCN(CC)S(=O)(=O)c1ccc(OC)c(NC(=O)c2cc3c(=O)n4ccccc4nc3s2)c1	-0.8	0.6	1.6	-1	-3.6	-0.3	-1	-4	-3	3	3.0
COC(=O)CSc1nc(C)c2c(n1)CCCC2	-0.8	0.5	4.6*	-1	-1.1	1.0	-2	4	-2	-1	0.4
CCOc1ccc(N/C=C/C(=O)c2ccc(C)cc2)c([N+](=O)[O-])c1	-1.1	3.6	2.3	-4	-0.3	1.0	3	-1	-1	5	2.2
CCOC(=O)[C@]12CCCC=C1N(Cc1ccc(OC)cc1)C(=O)[C@@H]2CC(=O)N1CCC(c2ccccc2)CC1	-1.6	nt	nt	6	-3.8	-2.2	13	0	3	2	2.8
CCCCn1c(N)c(Sc2ccccc2)c(=O)[nH]c1=O	-1.2	-3.6	0.6	-6	-2.0	0.1	0	3	-2	0	-0.1
CC(=O)OCC(=O)c1c[nH]c2ccccc12	1.1*	1.5	2.2	-1	5.0	-0.3	7	3	0	6	1.7
N=C(N1CCCc2ccccc21)N1CCCc2ccccc21	-0.9	-3.9	-0.9	-1	0.6	0.3	-7	3	1	-5	-1.4
O=c1c(-c2ccc(Cl)cc2)c[nH]n1-c1ccccc1	-1.2	1.9	0.9	-2	1.2	0.2	-8	-6	2	3	3.0
COCCCn1c(N)c(-c2nc3ccccc3n2C)c2nc3ccccc3nc21	-2.3	-1.7	-1.8	-17	-1.1	-2.3	-56	i	i	-12	-3.3
CCNS(=O)(=O)c1ccc(CCC(=O)NCc2ccc3c(c2)OCO3)cc1	-0.8	-1.0	2.2	-5	-1.2	0.4	-11	-1	1	4	0.4
O=C(Nc1ccc(F)cc1)c1nc[nH]c1C(=O)O	-0.7	-1.5	4.3*	1	-0.4	0.9	2	-4	1	2	1.6

Three structures from above, arranged by heavy-atom count, descending.
SMILES	ssDAF12 agonist	GAA850 FXN act	DAX1 inh-1	ADAM17 inh	hcDAF12 agonist	DAX1 inh-2	ADAM10 inh	PLC-beta3 inh	PLCg1 inh	sPLA2-III inh	hgDAF12 agonist
COCCCn1c(N)c(-c2nc3ccccc3n2C)c2nc3ccccc3nc21	-2.3	-1.7	-1.8	-17	-1.1	-2.3	-56	i	i	-12	-3.3
O=c1c(-c2ccc(Cl)cc2)c[nH]n1-c1ccccc1	-1.2	1.9	0.9	-2	1.2	0.2	-8	-6	2	3	3.0
CC(=O)OCC(=O)c1c[nH]c2ccccc12	1.1*	1.5	2.2	-1	5.0	-0.3	7	3	0	6	1.7

Assay outcomes as filed in PubChem BioAssay.
